# From PubChem BioAssay
# M1 PAM: human M1 muscarinic receptor positive allosteric modulators, primary screen, CHO-K1 cells, Fluo-8 calcium fluorescence, 1536-well | activation, % at 3 µM | AID 588819, 2011 | 360,000 tested, 0.088% active | CHO-K1 hM1, ACh EC20; 0% = ACh EC20, 100% = maximal ACh; in the data active means activation above about 19%, passing the limit was not always enough
# CRFR2-BP antag: antagonists of CRF-BP/CRF-R2 complex, primary screen, cell-based, HEK293, calcium dye fluorescence, uHTS; CRF-induced calcium fluorescence; inhibition, % at 11.8 µM; 350,000 tested, 0.59% active;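 active means inhibition of the ligand-induced calcium signal above about 50% at the single tested concentration, limit read from the data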
# M5 antag: human M5 muscarinic receptor antagonists, primary screen, CHO cells, Fluo-8 calcium fluorescence; Muscarinic acetylcholine receptor M5 (Homo sapiens), P08912; CHO-hM5 cells, ACh EC80; inhibition, % at 3 µM; 360,000 tested, 0.59% active; AID 624040, 2012;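 active means inhibition above a per-plate cutoff, the mean of that plate's test compounds plus 3 SD, cut at about 27% in these data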;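 further: 0% = acetylcholine EC80 with DMSO and 100% = DMSO without agonist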
# Target sequence (P08912 whole entry, looked up): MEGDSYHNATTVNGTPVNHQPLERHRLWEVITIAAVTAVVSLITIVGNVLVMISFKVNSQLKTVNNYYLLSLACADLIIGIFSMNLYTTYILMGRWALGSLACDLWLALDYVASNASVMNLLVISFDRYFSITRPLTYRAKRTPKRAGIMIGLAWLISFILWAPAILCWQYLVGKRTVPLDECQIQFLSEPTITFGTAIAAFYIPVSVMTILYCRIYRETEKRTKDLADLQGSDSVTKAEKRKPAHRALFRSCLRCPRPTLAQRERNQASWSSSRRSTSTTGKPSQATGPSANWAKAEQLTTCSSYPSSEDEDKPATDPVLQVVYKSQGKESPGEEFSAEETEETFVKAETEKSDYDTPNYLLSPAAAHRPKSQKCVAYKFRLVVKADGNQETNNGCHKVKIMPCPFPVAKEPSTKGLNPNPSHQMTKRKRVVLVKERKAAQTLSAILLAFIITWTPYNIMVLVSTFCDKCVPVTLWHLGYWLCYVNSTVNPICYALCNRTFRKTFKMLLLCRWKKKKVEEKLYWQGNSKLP
# M4 antag: human M4 muscarinic receptor antagonists, primary screen, CHO cells, Fluo-8 calcium fluorescence; CHO-hM4 cells, ACh EC80; inhibition, % at 3 µM; 360,000 tested, 0.73% active;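 active means inhibition above its plate's cutoff, the mean inhibition of sample wells plus 3 SD, cut at about 27% in these data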;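 further: 0% = acetylcholine EC80 with DMSO and 100% = DMSO without agonist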
# Target sequence (P08173 whole entry, looked up): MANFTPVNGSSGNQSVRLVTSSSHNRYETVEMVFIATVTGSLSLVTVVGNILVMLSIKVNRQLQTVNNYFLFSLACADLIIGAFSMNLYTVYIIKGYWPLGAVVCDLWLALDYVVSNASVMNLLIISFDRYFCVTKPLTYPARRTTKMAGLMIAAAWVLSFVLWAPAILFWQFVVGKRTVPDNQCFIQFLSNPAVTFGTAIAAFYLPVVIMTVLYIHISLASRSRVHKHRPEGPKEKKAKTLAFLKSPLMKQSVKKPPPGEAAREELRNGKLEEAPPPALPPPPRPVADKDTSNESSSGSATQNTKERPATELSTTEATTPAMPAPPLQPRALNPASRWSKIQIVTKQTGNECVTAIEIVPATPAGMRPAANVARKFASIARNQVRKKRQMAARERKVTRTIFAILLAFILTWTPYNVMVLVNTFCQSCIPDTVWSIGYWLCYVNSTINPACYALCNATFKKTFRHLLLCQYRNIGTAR
# CRFR2-BP ag: agonists of CRF-BP/CRF-R2 complex, primary screen, cell-based, HEK293, calcium dye fluorescence, uHTS. CRF-binding protein / CRF receptor 2 complex (human). calcium dye fluorescence (FLIPR); percent of saturating CRF peptide response. activation, % at 13.2 µM. 350,000 tested, 0.46% active. AID 588473, 2011;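 active means activation of at least 50%, plus an integration ratio under a set limit after plate pattern correction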;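 further: plate controls were neutral control wells without compound for no effect and CRF at EC100 for full effect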
# CHRM4 agonist: human M4 muscarinic receptor agonists, primary screen, CHO-K1 cells, Fluo-8 calcium fluorescence; CHO-K1 hM4/Gqi5; vehicle 0%, full acetylcholine response 100%; activation, % at 3 µM; 360,000 tested, 0.14% active;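 active means activation above the run mean over all test wells plus 3 SD, cut at about 32% in these data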;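 further: peak over basal fluorescence ratio per well then scaled between controls; 0% = DMSO wells and 100% = acetylcholine at EC100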
# M5 PAM: human M5 muscarinic receptor positive allosteric modulators, primary screen, CHO-K1 cells, Fluo-8 calcium fluorescence. Muscarinic acetylcholine receptor M5 (Homo sapiens), P08912. CHO-K1 hM5, ACh EC20 PAM; 0% = ACh EC20, 100% = ACh EC100. activation, % at 3 µM. 360,000 tested, 0.3% active. AID 624038, 2012;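 active means activation above the run cutoff, the mean activation of all test compounds plus 3 SD, cut at about 18% in these data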
#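 System – CHO-K1 hM5 cells · Compound – 3 µM, single dose · Incubation – compound preincubation 140 s before EC20 acetylcholine addition · Technique – Fluo-8 calcium fluorescence · Measure – Max/basal fluorescence ratio as % of EC20–EC100 ACh window · Benchmarks – low control EC20 acetylcholine (0%), high control EC100 acetylcholine (100%) · Replication – singlicate, one well per test compound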
# CHRM5 agonist: human M5 muscarinic receptor agonists, primary screen, CHO-K1 cells, Fluo-8 calcium fluorescence. Muscarinic acetylcholine receptor M5 (Homo sapiens), P08912. CHO-K1 hM5 cells; 0% DMSO wells, 100% maximal acetylcholine response. activation, % at 3 µM. 360,000 tested, 0.19% active. AID 624037, 2012;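 active means activation above the run's mean over test compounds plus 3 SD, cut at about 23% in these data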;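 further: signal is peak over basal fluorescence ratio across the kinetic read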
# M4 PAM: human M4 muscarinic receptor positive allosteric modulators, primary screen, CHO-K1 cells, Fluo-8 calcium fluorescence | Muscarinic acetylcholine receptor M4 (Homo sapiens), P08173 | CHO-K1 hM4/Gqi5, ACh EC20; 0% = ACh EC20, 100% = maximal ACh | activation, % at 3 µM | 360,000 tested, 0.4% active;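 active means activation above its plate's cutoff, the mean activation of sample wells plus 3 SD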; further: some results filed as inactive read as strong as hits
# Starred values were filed as active, the others as inactive; · = not tested or not shown. Not a hit list; 2.6% or so of the library scored in one or more.
# The line under a structure holds: M1 PAM	CRFR2-BP antag	M5 antag	M4 antag	CRFR2-BP ag	CHRM4 agonist	M5 PAM	CHRM5 agonist	M4 PAM
> Cn1nnnc1SCCNCc1cccnc1
  7	-11	-6	-12	1.8	1	-5	-6	5
> COC(=O)c1cc(=O)n(Cc2ccc(OC)cc2)c(=NCc2ccc(OC)cc2)s1
  -2	19	-6	1	5.7	1	3	-3	0
> CN(C)C(CNC(=O)C1CCN(S(=O)(=O)c2ccccc2C(F)(F)F)CC1)Cc1ccccc1 (stereo unspecified)
  2	-9	-5	-3	-0.4	4	2	-7	-1
> COCCN1C[C@@H](CO)O[C@@H](n2cnc3c(N(C)C(C)C)ncnc32)C1
  12	·	5	-3	·	0	-5	0	6
> CCOC(=O)c1ccc(Nc2c(CC)c(C)nc3ncnn23)cc1
  8	1	-6	-3	0.1	2	0	4	4
> CC1(/[N+]([O-])=C/c2cccc(Cl)c2)CCCCC1=O (stereo unspecified)
  12	1	8	-6	-2.6	0	-4	-1	-12
> CC(C)c1cccc(OCCN2CCCC2)c1
  -16	2	4	4	0.8	1	-5	-22	-8
> O=C(NCCOc1ccc(Cl)cc1)C(=O)NCC1CCCO1 (stereo unspecified)
  3	-12	-4	-1	-0.1	2	-9	-4	3
> O=C(Nc1ccc(F)cc1)C1CCN(S(=O)(=O)c2cccc3nonc23)CC1
  -10	7	4	-12	0.1	21	-8	4	-9
> O=CN1CCN(C(=O)CN2C(=O)c3ccccc3C2=O)CC1
  10	4	-4	2	-1.5	0	6	-1	-4
> N#C/C(C(N)=O)=C1/CCCN1Cc1ccccc1
  -1	-4	3	1	-0.8	0	1	-5	-5
> CCS(=O)(=O)N1CCN(C(=O)c2ccc3nc(C)c(N(C)C(=O)CCc4ccccc4)n3c2)CC1
  3	·	1	-6	·	1	-3	1	0
> COc1ccc(OC)c(C2C3=C(CCCC3=O)Nc3c2c(=O)n(C)c(=O)n3C)c1 (stereo unspecified)
  6	-3	-4	0	-1.5	1	-4	-7	5
> CC(=O)Nc1ccc(NC(=O)CSc2nnc(-c3ccco3)n2Cc2ccco2)cc1
  -2	1	10	9	0.8	2	-7	-2	-4
> COc1ccc(CC(=O)NCc2nnc(SCC(=O)c3ccc(OC)cc3)n2C)cc1
  1	17	10	0	-1.4	2	0	-3	-5
> COc1cccc(NC(=O)C(=O)N/N=C/c2ccc3c(c2)OCO3)c1
  1	16	5	4	0.2	1	-4	-2	-1
> CC(C)Oc1ccc(CCNC(=O)C2CCC(=O)N(C3CCCCCC3)C2)cc1 (stereo unspecified)
  0	0	3	-3	0.8	3	2	3	-2
> CNC(=S)N1CCC(NC(=O)C(Cc2ccc(F)cc2)NC(C)=O)CC1 (stereo unspecified)
  11	0	-10	0	-1.4	0	10	0	7
> CCOC(=O)N1CCC(NC(=O)c2oc3c(c2C)-c2[nH]ncc2CC3)CC1
  4	26	7	6	0.0	0	-4	-2	3
> CN(C)S(=O)(=O)c1cccc(NC(=O)c2cccc(NS(=O)(=O)c3ccccc3)c2)c1
  -14	5	12	14	-0.5	14	-8	-3	-12
> Cc1ccccc1Nc1ncc(C#N)c(N)n1
  14	-12	0	9	1.0	1	10	-1	1
> CCC(c1nc2ccccc2[nH]1)n1c(-c2cccnc2)nc2ccccc21 (stereo unspecified)
  ·	·	-4	-4	·	3	-2	1	-1
> CC(C)c1cccc(C(C)C)c1Nc1cn[nH]c1
  6	·	-7	-23	·	-3	3	0	28*
> CN(Cc1ccccc1)CC(O)COc1ccc(CNCc2ccc(Cl)s2)cc1 (stereo unspecified)
  -17	-86	-12	-6	15	10	-1	-4	-8
> Cc1cc2cc(CNC(=O)c3ccc(Br)o3)ccc2n1C
  1	-17	-7	-14	-1.8	1	2	2	3
> CCOC(=O)c1cn2c(C)cccc2n1
  2	-4	16	-2	0.8	2	2	2	4
> CN(C)C=Nc1ccc([N+](=O)[O-])c2ccccc12
  8	7	-5	-12	-0.6	1	2	-1	7
> c1ccc(Nc2nc3ccccc3n3cnnc23)cc1
  4	22	-5	-17	-1.1	4	0	-2	5
> CC(=O)N1CCN(c2ccc(Nc3nc(C)nc4c3oc3ccccc34)cc2)CC1
  5	21	2	5	-1.6	2	-4	-1	-5
> COc1ccccc1NS(=O)(=O)c1cccc(C(=O)NCC(c2ccco2)N(C)C)c1 (stereo unspecified)
  -6	3	-1	-2	0.4	2	9	-4	9

# Some of the entries so far, as labelled records.
smiles: CN(Cc1ccccc1)CC(O)COc1ccc(CNCc2ccc(Cl)s2)cc1 (stereo unspecified)
  M1 PAM = -17
  CRFR2-BP antag = -86
  M5 antag = -12
  M4 antag = -6
  CRFR2-BP ag = 15
  CHRM4 agonist = 10
  M5 PAM = -1
  CHRM5 agonist = -4
  M4 PAM = -8
smiles: CCOC(=O)N1CCC(NC(=O)c2oc3c(c2C)-c2[nH]ncc2CC3)CC1
  M1 PAM = 4
  CRFR2-BP antag = 26
  M5 antag = 7
  M4 antag = 6
  CRFR2-BP ag = 0.0
  CHRM4 agonist = 0
  M5 PAM = -4
  CHRM5 agonist = -2
  M4 PAM = 3
smiles: COC(=O)c1cc(=O)n(Cc2ccc(OC)cc2)c(=NCc2ccc(OC)cc2)s1
  M1 PAM = -2
  CRFR2-BP antag = 19
  M5 antag = -6
  M4 antag = 1
  CRFR2-BP ag = 5.7
  CHRM4 agonist = 1
  M5 PAM = 3
  CHRM5 agonist = -3
  M4 PAM = 0
smiles: COCCN1C[C@@H](CO)O[C@@H](n2cnc3c(N(C)C(C)C)ncnc32)C1
  M1 PAM = 12
  CRFR2-BP antag = ·
  M5 antag = 5
  M4 antag = -3
  CRFR2-BP ag = ·
  CHRM4 agonist = 0
  M5 PAM = -5
  CHRM5 agonist = 0
  M4 PAM = 6

# The results go on.
# The line under a structure holds: M1 PAM	CRFR2-BP antag	M5 antag	M4 antag	CRFR2-BP ag	CHRM4 agonist	M5 PAM	CHRM5 agonist	M4 PAM
> O=C(c1cc2ccccc2o1)N1CCN(S(=O)(=O)c2c(F)cccc2F)CC1
  0	8	8	4	-0.1	4	-15	-4	6
> CCCC(C)Sc1nc2c([nH]1)c(=S)n(C)c(=O)n2C (stereo unspecified)
  -1	-4	10	-13	-1.6	3	4	-1	5
> Fc1ccccc1NC(=S)N1CCCCC1
  10	-3	0	0	0.7	1	3	0	2
> Cc1ncc(CO)c2cc(C(=O)Nc3cccc(F)c3)c(=Nc3cccc(C(N)=O)c3)oc12
  -4	18	13	3	0.3	0	-1	-1	-3
> COc1ccc(OC)c(CNC(=O)C2CCN(S(=O)(=O)N3CCCC3)CC2)c1
  -10	6	4	1	-0.6	2	-2	0	-2
> CCOc1ccc(N2C(=O)CC(NCCc3ccncc3)C2=O)cc1 (stereo unspecified)
  0	-2	8	4	0.5	1	-2	1	-2
> O=C1CSC(c2ccco2)N1 (stereo unspecified)
  5	-10	-2	0	2.1	1	18	-2	22
> CCOC(=O)N1CCC(N2CCN(S(=O)(=O)c3ccc([N+](=O)[O-])cc3)CC2)CC1
  2	2	-1	-2	1.0	6	-2	5	-13
> Cc1n[nH]c(C)c1S(=O)(=O)N1CCCC(C(=O)NCc2ccccc2Cl)C1 (stereo unspecified)
  -2	0	9	14	-1.2	4	-7	-2	3
> O=C(c1ccc2c(Cl)c3c(nc2c1)CCCC3)N1CCN(c2ccc(F)cc2)CC1
  6	15	-10	-30	-1.7	-2	1	-4	15
> C[C@H](NC(=O)c1ccco1)C(=O)Nc1nc(-c2ccccn2)cs1
  -11	7	16	-6	-0.2	1	-2	2	2
> COc1ccc(CCNC(=O)CSc2ccccn2)cc1
  6	8	11	-3	3.4	2	-2	1	-2
> Cc1ccc(CN2C(=O)CCC2(C)c2nnnn2-c2c(C)cccc2C)cc1 (stereo unspecified)
  ·	·	-11	-10	·	2	4	5	-2
> COC(=O)C(Cc1ccccc1)NC(=O)c1cc(S(=O)(=O)N(C)C)ccc1Cl (stereo unspecified)
  9	1	9	-12	-0.7	2	-1	-3	8
> Cc1onc(-c2ccccc2)c1C(=O)NNC(=O)c1ccccc1
  10	4	6	-5	-0.3	1	1	-3	0
> COc1ccc(NC2=NC(C)(CO)CS2)cc1 (stereo unspecified)
  12	4	1	-7	0.1	1	0	-5	-5
> CN(C)c1ccc(C(CC(=O)c2ccccc2)C2CCCCC2=O)cc1 (stereo unspecified)
  10	1	1	0	0.7	0	2	-2	1
> O=C(CSC1=NCCS1)Nc1ccc(S(=O)(=O)N2CCCCCC2)cc1
  -17	-8	11	22	2.1	11	-10	-2	-31
> CC1(C)Cc2c(sc3ncnc(NN)c23)CO1
  9	-5	7	0	-0.6	1	5	-3	-2
> COC(=O)c1cc(OC)c(OC)cc1NC(=O)Nc1ccc(OC)cc1
  -3	16	5	-11	-6.0	2	-5	-1	2
> COC(=O)CNC(=S)NC(=O)c1ccc(C(C)(C)C)cc1
  -24	-17	8	27*	0.4	-1	-20	-16	-22
> Cc1[nH]c2ccccc2c1/C=N\NC(=O)Cn1nnc(-c2ccccc2)n1
  16	5	1	-3	-0.4	1	-4	-1	1
> CCN(CCO)c1ccc(-n2c(N)c(C(=O)OC)c3nc4ccccc4nc32)cc1
  0	10	14	5	-1.5	8	-11	1	-13
> O=S1(=O)C[C@H](N2CCOCC2)[C@@H](COCc2ccccc2)N1
  -1	·	1	1	·	1	2	2	-2
> COc1cc(C(=O)N2CCN=C2c2ccccc2)cc(OC)c1OC
  3	1	-3	5	1.4	2	-1	1	-1
> COc1cc2c(cc1OC)C(Cc1cc(OC)c(OC)cc1[N+](=O)[O-])=NCC2
  6	-10	8	8	1.0	1	-4	3	-3
> COC(=O)c1ccccc1COn1c(=O)c[n+]([O-])c2ccccc21
  4	15	-1	2	-0.5	2	-4	-2	5

# Three entries from above, reformatted.
compound | M1 PAM | CRFR2-BP antag | M5 antag | M4 antag | CRFR2-BP ag | CHRM4 agonist | M5 PAM | CHRM5 agonist | M4 PAM
Cc1ccc(CN2C(=O)CCC2(C)c2nnnn2-c2c(C)cccc2C)cc1 (stereo unspecified) | · | · | -11 | -10 | · | 2 | 4 | 5 | -2
COC(=O)C(Cc1ccccc1)NC(=O)c1cc(S(=O)(=O)N(C)C)ccc1Cl (stereo unspecified) | 9 | 1 | 9 | -12 | -0.7 | 2 | -1 | -3 | 8
Cc1onc(-c2ccccc2)c1C(=O)NNC(=O)c1ccccc1 | 10 | 4 | 6 | -5 | -0.3 | 1 | 1 | -3 | 0
